Assay outcomes deposited in PubChem by several laboratories.
PMI act hi M6P: human PMI activators, high substrate, primary screen, biochemical, fluorescence intensity, near-saturating mannose 6-phosphate; 190,000 tested, 0.34% active; coupled PMI enzyme assay, resazurin fluorescence, 20 min; stronger effect = higher value; 1 = untreated enzyme, 0 = substrate-free blank; activation factor at 20 µM;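 active = activation factor of 2 or more at 20 µM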
Target sequence (P34949 whole entry, looked up): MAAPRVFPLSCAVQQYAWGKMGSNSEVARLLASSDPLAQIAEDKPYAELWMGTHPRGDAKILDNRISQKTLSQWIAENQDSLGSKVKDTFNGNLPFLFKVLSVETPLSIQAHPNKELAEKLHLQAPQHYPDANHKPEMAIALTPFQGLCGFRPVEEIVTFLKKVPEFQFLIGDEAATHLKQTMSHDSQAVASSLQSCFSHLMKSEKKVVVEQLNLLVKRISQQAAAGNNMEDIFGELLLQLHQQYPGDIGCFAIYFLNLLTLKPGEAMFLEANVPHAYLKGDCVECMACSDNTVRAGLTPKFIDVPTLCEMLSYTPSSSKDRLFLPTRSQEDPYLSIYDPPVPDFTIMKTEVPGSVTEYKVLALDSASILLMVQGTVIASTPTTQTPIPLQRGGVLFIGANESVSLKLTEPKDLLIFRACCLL
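assay system = human phosphomannose isomerase with PGI, G6PDH, diaphorase coupling enzymes | quantity = 15 ng/mL PMI | incubation = enzyme reaction with compound 20 min at room temperature | medium = HEPES pH 7.4 buffer with MgCl2 and Tween-20 | compound dosing = one concentration, 20 µM, in 1% DMSO | measured by = Diaphorase-driven resazurin-to-resorufin fluorescence, excitation 544, emission 590 nm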
TNAP inh hiacc: human TNAP enzyme inhibitors, primary screen, biochemical, luminescent, high phosphate acceptor level, uHTS; purified TNAP, CDP-star luminescence, 1 M DEA; inhibition, % at 20 µM; 200,000 tested, 0.03% active;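 active = over 50% inhibition of tissue-nonspecific alkaline phosphatase at 20 µM in the single-dose screen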;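 also: plate controls were DMSO wells for no effect and EDTA-quenched wells as full inhibition for full effect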
Target sequence (P05186 whole entry, looked up): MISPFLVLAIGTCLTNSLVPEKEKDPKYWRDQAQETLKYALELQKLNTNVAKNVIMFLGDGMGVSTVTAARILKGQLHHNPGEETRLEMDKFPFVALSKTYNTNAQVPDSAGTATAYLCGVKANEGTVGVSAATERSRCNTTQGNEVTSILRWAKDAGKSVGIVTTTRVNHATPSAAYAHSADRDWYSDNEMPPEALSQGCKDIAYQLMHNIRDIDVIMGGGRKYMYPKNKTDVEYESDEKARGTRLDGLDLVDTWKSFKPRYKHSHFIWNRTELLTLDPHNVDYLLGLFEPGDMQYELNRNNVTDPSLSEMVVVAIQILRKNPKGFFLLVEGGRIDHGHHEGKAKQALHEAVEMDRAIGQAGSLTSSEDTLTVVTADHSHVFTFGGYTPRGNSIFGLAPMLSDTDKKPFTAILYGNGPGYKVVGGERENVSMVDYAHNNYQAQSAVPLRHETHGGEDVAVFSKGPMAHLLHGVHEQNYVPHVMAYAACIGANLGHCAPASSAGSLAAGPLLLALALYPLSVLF
TNAP inh noacc: human TNAP enzyme inhibitors, primary screen, biochemical, luminescent, no phosphate acceptor, uHTS | Alkaline phosphatase, tissue-nonspecific isozyme (Homo sapiens), P05186 | purified TNAP, CDP-star luminescence, 30 min | inhibition, % at 20 µM | 200,000 tested, 0.26% active | AID 1012, 2008;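 active = tissue-nonspecific alkaline phosphatase inhibition above about 50% at 20 µM in the single-dose screen, limit read from the data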;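 also: 0% = DMSO negative control and 100% = EDTA positive control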
Diaph inh CS: diaphorase inhibitors and chemical oxidizers, primary screen, counter-screen for diaphorase-coupled primary assays, biochemical, uHTS, resorufin fluorescence | diaphorase resazurin-to-resorufin fluorescence, NADH, 16 min; bacterial (C. kluyveri) enzyme, not human | inhibition, % at 20 µM | 190,000 tested, 0.69% active | AID 1217, 2008;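 active = primary screen inhibition at 20 µM above a set limit, cut at about 50% in these data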;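 also: plate controls were DMSO with full reaction for no effect and wells lacking NADH for full effect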
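Assay system – diaphorase enzyme from Clostridium kluyveri · Amount – diaphorase 0.14 U/mL (working solution) · Times – reaction incubation of 16 min at room temperature · Controls – No-NADH positive control and DMSO neutral control · Signal – resorufin fluorescence 544/590 nm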
bIAP inh: bovine intestinal alkaline phosphatase inhibitors, primary screen, selectivity assay for TNAP inhibitor project, biochemical, bovine IAP, CDP-star luminescence; AID 1019, 2008; 190,000 tested, under 10 active; inhibition, % at 20 µM; alkaline phosphatase, intestinal [Bos taurus]; purified bovine IAP, 30 min;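 active = over 50% inhibition of intestinal alkaline phosphatase at 20 µM in the single-dose screen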
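Incubation: 30 min reaction at room temperature / Material: purified bovine intestinal alkaline phosphatase (IAP) enzyme / Input: enzyme at 1/65,000,000 dilution / Dosing: 20 µM single dose / Signal: CDP-star luminescence signal / Reagent: CDP-star chemiluminescent phosphatase substrate, 30 µM final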
PMI activator: activators of human PMI, primary screen, biochemical, fluorescence intensity, near-Km mannose 6-phosphate; purified human PMI, coupled resazurin fluorescence, 20 min; stronger effect = higher value; 1 = vehicle control, 0 substrate-free wells; activation factor at 20 µM; 190,000 tested, 0.005% active;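 active = activation factor of 2 or more at 20 µM, relative to plate controls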
TNAP act hi DEA: TNAP activators at high phosphate acceptor level, primary screen, biochemical, luminescence, uHTS; Alkaline phosphatase, tissue-nonspecific isozyme (Homo sapiens), P05186; purified TNAP, CDP-star luminescence, 1 M DEA, 30 min; stronger effect = higher value; 0 = EDTA background, 1 = DMSO-only activity; activation factor at 20 µM; 200,000 tested, under 10 active;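 active = activation factor at least 2 at 20 µM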
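Measured by: Luminescent substrate turnover signal | Test system: Human TNAP | Input: TNAP 1/800 final | Dosing: 20 µM single point | Schedule: 30 min, room temperature | Controls: EDTA wells as negative control, DMSO wells as positive control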
Diaphorase act: compounds boosting diaphorase resazurin reduction – biochemical, uHTS, resorufin fluorescence, counter-screen for diaphorase-coupled primary assays, primary screen. Diaphorase/resazurin coupled assay, 16 min; stronger effect = higher value; 1 = vehicle wells, 0 = NADH-free wells. activation factor at 20 µM. 190,000 tested, 0.005% active. AID 1229, 2008;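 active = diaphorase activity raised at least twofold by the compound at 20 µM; inactive = activation factor below 2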
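Material: purified diaphorase enzyme from Clostridium kluyveri / Medium: HEPES pH 7.4 buffer with MgCl2 and Tween 20 / Schedule: enzyme reaction of 16 min at room temperature / Measured by: resorufin fluorescence, excitation 544 nm, emission 590 nm / Evaluation: rise in resorufin formation, marking diaphorase activation or chemical reduction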
bIAP act: bovine intestinal alkaline phosphatase activators, primary screen, biochemical, bovine IAP, CDP-star luminescence; alkaline phosphatase, intestinal [Bos taurus]; purified bovine IAP, 30 min; stronger effect = higher value; fold of DMSO-control signal, blank-subtracted; activation factor at 20 µM; 200,000 tested, 0.17% active; AID 1016, 2008;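 active = activation factor of 2 or more at 20 µM, a signal rise over negative controls twice the positive control's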
Lmaj promast: Leishmania major promastigote growth inhibition, primary screen; Leishmania major promastigotes, resazurin fluorescence viability; inhibition, % at 10 µM; 200,000 tested, 9% active; AID 1063, 2008; in the data active = inhibition above about 50%;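 also: promastigotes grown with compound for 44 hours at 28 °C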
Active calls of the source: *; x = no result given.

The opening four entries (preview)
SMILES | PMI act hi M6P | TNAP inh hiacc | TNAP inh noacc | Diaph inh CS | bIAP inh | PMI activator | TNAP act hi DEA | Diaphorase act | bIAP act | Lmaj promast
Cc1cccc2cc(CN(CC3CCCO3)C(=O)c3cccnc3)c3nnnn3c12 (stereo unspecified) | 1 | -4 | -11 | 12 | 1 | 1.1 | 1 | 0.9 | 1 | 17
COc1ccc(N(C(=O)C2CSC(=O)C2)C(C(=O)NC(C)(C)C)c2ccncc2)cc1 (stereo unspecified) | 1 | -2 | -8 | 16 | 13 | 1 | 1 | 0.8 | 0.9 | 9
CCN1C2=NCCCN2c2cc(C)c(C)cc21 | 1 | 2 | -10 | 4 | 16 | 1 | 1 | 1 | 0.8 | 2
Cc1nn(CC(=O)NCCN2CCOCC2)c(=O)c2ccccc12 | 1 | -6 | -8 | 15 | 8 | 1 | 1.1 | 0.9 | 0.9 | -4

Results, from the first entry:
SMILES | PMI act hi M6P | TNAP inh hiacc | TNAP inh noacc | Diaph inh CS | bIAP inh | PMI activator | TNAP act hi DEA | Diaphorase act | bIAP act | Lmaj promast
Cc1cccc2cc(CN(CC3CCCO3)C(=O)c3cccnc3)c3nnnn3c12 (stereo unspecified) | 1 | -4 | -11 | 12 | 1 | 1.1 | 1 | 0.9 | 1 | 17
COc1ccc(N(C(=O)C2CSC(=O)C2)C(C(=O)NC(C)(C)C)c2ccncc2)cc1 (stereo unspecified) | 1 | -2 | -8 | 16 | 13 | 1 | 1 | 0.8 | 0.9 | 9
CCN1C2=NCCCN2c2cc(C)c(C)cc21 | 1 | 2 | -10 | 4 | 16 | 1 | 1 | 1 | 0.8 | 2
Cc1nn(CC(=O)NCCN2CCOCC2)c(=O)c2ccccc12 | 1 | -6 | -8 | 15 | 8 | 1 | 1.1 | 0.9 | 0.9 | -4
Cc1ccc(Sc2ccc(CN3CCCCC3)cc2[N+](=O)[O-])cc1 | 1 | 31 | -7 | -7 | 12 | 1 | 0.7 | 1.1 | 0.9 | 79*
CSc1oc(-c2ccco2)nc1S(=O)(=O)c1ccccc1 | 1 | -11 | -2 | 19 | 16 | 1.1 | 1.1 | 0.8 | 0.8 | 14
CCc1ccc(Nc2ccc(S(=O)(=O)N3CCOCC3)cc2[N+](=O)[O-])cc1 | 1 | 6 | 19 | 19 | 10 | 0.9 | 0.9 | 0.8 | 0.9 | 6
CCCc1nnc(SCC(=O)N2CCOCC2)n1CC1CCCO1 (stereo unspecified) | 0.9 | -1 | -6 | 13 | -3 | 1 | 1 | 0.9 | 1 | -4
Cn1c(CC(=O)Nc2ccc(Cl)c(Cl)c2)nnc1SCC(=O)Nc1nccs1 | 1.1 | 0 | 1 | -6 | 38 | 1 | 1 | 1.1 | 0.6 | -4
CS(=O)(=O)Nc1cccc(C(=O)CC2(O)C(=O)Nc3ccc(Br)cc32)c1 (stereo unspecified) | 1 | 3 | -3 | 12 | 1 | 1 | 1 | 0.9 | 1 | 10
COc1cc(/C=C(\C#N)C(N)=O)ccc1OS(=O)(=O)c1ccc(C)cc1 | 0.9 | -2 | 4 | 12 | 1 | 0.8 | 1 | 0.9 | 1 | 1
CC(C)(C)c1ccc(-c2nnc3sc(-c4ccccn4)nn23)cc1 | 0.8 | -6 | -12 | 23 | 6 | 0.9 | 1.1 | 0.8 | 0.9 | 1
CCCNS(=O)(=O)c1ccc(OCC(=O)NCc2ccco2)cc1 | 0.8 | 1 | -8 | 19 | 7 | 0.9 | 1 | 0.8 | 0.9 | -7
CCOc1ccc(S(=O)(=O)N(C)c2ccc(OCC(=O)Nc3ccc4[nH]c(=O)[nH]c4c3)cc2)cc1 | 0.9 | -10 | -13 | 29 | -44 | 1 | 1.1 | 0.7 | 1.4 | 13
c1ccc2c(Nc3ccc4c(c3)OCCO4)c3c(nc2c1)CCCC3 | 1 | -3 | -11 | -2 | 13 | 1 | 1 | 1 | 0.9 | 99*
CCOc1ccc(-n2c(C)nc3cc(C(=O)NCCN4CCOCC4)ccc32)cc1 | 1 | -2 | -6 | 9 | 12 | 1 | 1 | 0.9 | 0.9 | -4
CCOC(=O)c1c(CSc2nc(C)cc(C)c2C#N)n(C)c2cc(Br)c(OC(C)=O)cc12 | 1 | 3 | 26 | 13 | -3 | 1 | 1 | 0.9 | 1 | 96*
CCOc1cc(/C=C2\C(=O)N(c3nc(-c4ccc(Br)cc4)cs3)N=C2c2ccccc2)ccc1O | 1.3 | 22 | 30 | 20 | x | 1.1 | 0.8 | 0.8 | 0.3 | 100*
O=C(OCn1nnc2ccccc2c1=O)c1cc(-c2ccccc2)nc2ccccc12 | 0.9 | 0 | -1 | 18 | 22 | 0.8 | 1 | 0.8 | 0.8 | -1
Cc1cc2oc(C(=O)Nc3c(C)n(C)n(-c4ccccc4)c3=O)c(C)c2cc1C | 1 | -5 | -11 | 8 | 14 | 1 | 1.1 | 0.9 | 0.9 | -7
Cc1ccccc1NC(=O)C1CCCN1S(=O)(=O)c1cccc2cccnc12 (stereo unspecified) | 1.1 | -4 | 7 | -6 | 2 | 1 | 1 | 1.1 | 1 | -5
CCCc1ccc(C(=O)N2CCN(c3ccccc3OCC)CC2)cc1 | 0.9 | -2 | -14 | 16 | 0 | 0.9 | 1 | 0.8 | 1 | 10
Cc1c(C)c(C)c(S(=O)(=O)n2[nH]c(=O)c(CCO)c2C)c(C)c1C | 1 | -1 | 4 | -12 | -7 | 1.1 | 1 | 1.1 | 1.1 | 19
OCCC1CN(C/C(Cl)=C/c2ccccc2)CCN1C1CCCC1 (stereo unspecified) | 0.9 | -8 | -10 | 13 | 4 | 0.8 | 1.1 | 0.9 | 1 | 89*
COC(=O)N/N=C/c1cc(Cl)c(OCc2ccc(F)cc2)c(OC)c1 | 1.1 | 0 | -16 | 7 | 9 | 1.1 | 1 | 0.9 | 0.9 | 2
CC(C)CC(=O)Nc1ccc(C(=O)NNC(=O)C(c2ccccc2)c2ccccc2)cc1 | 1 | -2 | -3 | 11 | -5 | 0.9 | 1 | 0.9 | 1.1 | -6
COCCNC(=O)c1ccc(CS(=O)(=O)c2ccc(OC)cc2)o1 | 0.8 | 6 | 8 | 0 | 8 | 1.1 | 0.9 | 1 | 0.9 | -5
O=C(N/N=C/c1ccc[nH]1)c1cccc(Br)c1 | 1.2 | -2 | -7 | 14 | -56 | 1.4 | 1 | 0.9 | 1.6 | 1
CNC(=S)N1CCc2cc(OC)c(OC)cc2C1COc1ccc(F)cc1 (stereo unspecified) | 1 | 0 | -11 | 12 | -2 | 0.9 | 1 | 0.9 | 1 | 23
COC(=O)c1sc(NC(=O)C2c3ccccc3Oc3ccccc32)c(C(=O)OC)c1C | 1 | 4 | -29 | 16 | -10 | 0.9 | 1 | 0.8 | 1.1 | 2
Cc1nn(C)c(C)c1CN(C)S(=O)(=O)c1ccc(F)cc1 | 1 | 0 | -6 | 12 | 11 | 1 | 1 | 0.9 | 0.9 | -3
CN1CCN(C(=O)c2ccc3c(c2)NC(=O)C(N2CCOCC2)S3)CC1 (stereo unspecified) | 1 | -2 | -10 | 4 | 2 | 1 | 1 | 1 | 1 | -2
CN(C)S(=O)(=O)c1ccc(C(=O)OCc2ccc(C#N)cc2)cc1 | 0.9 | -2 | -7 | 14 | 10 | 0.9 | 1 | 0.9 | 0.9 | 2
CC(C)C[C@H](NC(=O)OC(C)(C)C)c1n[nH]c(=S)n1N | 0.7 | 3 | -8 | 12 | -19 | 1 | 1 | 0.9 | 1.2 | 7
CS(=O)(=O)N(Cc1nnc(-c2cccs2)o1)c1ccc(Cl)cc1F | 1.1 | -6 | -10 | -2 | -12 | 1 | 1.1 | 1 | 1.1 | 8
CN1C(=O)C(O)(C2COC(C)(C)CC2=O)c2cc(Br)ccc21 (stereo unspecified) | 0.9 | -2 | -8 | 16 | 19 | 0.8 | 1 | 0.8 | 0.8 | 8
CC1CCN(C(=O)CCNS(=O)(=O)c2ccccc2)CC1 | 1 | 0 | -2 | 10 | 3 | 1 | 1 | 0.9 | 1 | -4
Cc1ccc(C)n1-c1ccc(-c2ccnc(N)n2)cc1 | 0.9 | -2 | -10 | 15 | -9 | 1 | 1 | 0.9 | 1.1 | -4
CCOC(=O)c1[nH]c(C(=O)O)c(CCN(CC)CC)c1C | 1 | 0 | -10 | 8 | 5 | 1 | 1 | 0.9 | 0.9 | -1
CCc1nccn1-c1cc(C(C)(C)C)nc2c(-c3ccc(Cl)cc3)cnn12 | 0.9 | -4 | -5 | 20 | 27 | 0.8 | 1 | 0.8 | 0.7 | 7
c1nnnn1C12CC3CC(CC(C3)C1)C2 | 1 | -3 | -6 | 11 | 10 | 0.9 | 1 | 0.9 | 0.9 | -3
CCc1ccc(CNc2ccc(O)cc2)cc1 | 0.9 | 6 | -1 | 38 | 25 | 0.7 | 0.9 | 0.6 | 0.8 | 98*
CC1CCN(c2c(NCc3ccc(C(=O)N4CCc5ccccc54)cc3)c(=O)c2=O)CC1 | 1.1 | -12 | 1 | 8 | -3 | 1.1 | 1.1 | 0.9 | 1 | 2
Cc1cc(Br)ccc1SCC(=O)OCC(=O)N1CCN(C(=O)c2ccco2)CC1 | 1 | -1 | -3 | 13 | -26 | 1 | 1 | 0.9 | 1.3 | -6
CCOC(=O)c1oc2cc(OCC(N)=O)ccc2c(=O)c1-c1ccc(OC)c(OC)c1 | 1.1 | 2 | -15 | 10 | -3 | 1 | 1 | 0.9 | 1 | -1
O=C(CSc1cn(CCNC(=O)c2cccs2)c2ccccc12)NC1CCCC1 | 0.8 | 0 | -9 | 10 | 14 | 0.8 | 1 | 0.9 | 0.9 | 28
